Compound activity (PubChem)
Exocytosis inh: LAMP-1 surface exposure blockers, TALL-104 cells – cell-based, flow cytometry, MLPCN library, primary screen | TALL-104 LAMP-1 surface exposure; cells stimulated with thapsigargin and PMA | inhibition, % at 10 µM | 360,000 tested, 0.66% active | AID 651702, 2012;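 active means inhibition above about 55%, limit read from the data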
Cardio protect: cardioprotection against H2O2-induced cell death, primary screen, uHTS, H9c2 cells, ATPLite luminescence. H9c2 cardiomyocytes, H2O2 injury protection, 2 h. protection from H2O2 cell death, % at 20 µM. 360,000 tested, 0.63% active. AID 588492, 2011;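 active means compounds giving at least 50% protection of heart cells from peroxide-induced death in the single-dose screen, raw or plate-pattern-corrected value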;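 further: 0% = DMSO wells with peroxide and 100% = DMSO wells without peroxide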
ABCB6 inh 2: ABCB6 transporter inhibitors, primary screen, K562-ABCB6 cells, flow cytometry, MLPCN library; ATP-binding cassette sub-family B member 6 (Homo sapiens), Q9NP58; K562-ABCB6 porphyrin accumulation, 1 h; hits give low values; fluorescence ratio to DMSO, % at 10 µM; 360,000 tested, 0.19% active; AID 602162, 2011;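 active means fluorescence ratio to DMSO below 75%, the collection mean minus 3 SD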;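 further: signal is porphyrin accumulated inside mitochondria; 100% equals median channel fluorescence of DMSO control wells; lower ratio means ABCB6 inhibition with less porphyrin fluorescence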
Target sequence (Q9NP58 whole entry, looked up): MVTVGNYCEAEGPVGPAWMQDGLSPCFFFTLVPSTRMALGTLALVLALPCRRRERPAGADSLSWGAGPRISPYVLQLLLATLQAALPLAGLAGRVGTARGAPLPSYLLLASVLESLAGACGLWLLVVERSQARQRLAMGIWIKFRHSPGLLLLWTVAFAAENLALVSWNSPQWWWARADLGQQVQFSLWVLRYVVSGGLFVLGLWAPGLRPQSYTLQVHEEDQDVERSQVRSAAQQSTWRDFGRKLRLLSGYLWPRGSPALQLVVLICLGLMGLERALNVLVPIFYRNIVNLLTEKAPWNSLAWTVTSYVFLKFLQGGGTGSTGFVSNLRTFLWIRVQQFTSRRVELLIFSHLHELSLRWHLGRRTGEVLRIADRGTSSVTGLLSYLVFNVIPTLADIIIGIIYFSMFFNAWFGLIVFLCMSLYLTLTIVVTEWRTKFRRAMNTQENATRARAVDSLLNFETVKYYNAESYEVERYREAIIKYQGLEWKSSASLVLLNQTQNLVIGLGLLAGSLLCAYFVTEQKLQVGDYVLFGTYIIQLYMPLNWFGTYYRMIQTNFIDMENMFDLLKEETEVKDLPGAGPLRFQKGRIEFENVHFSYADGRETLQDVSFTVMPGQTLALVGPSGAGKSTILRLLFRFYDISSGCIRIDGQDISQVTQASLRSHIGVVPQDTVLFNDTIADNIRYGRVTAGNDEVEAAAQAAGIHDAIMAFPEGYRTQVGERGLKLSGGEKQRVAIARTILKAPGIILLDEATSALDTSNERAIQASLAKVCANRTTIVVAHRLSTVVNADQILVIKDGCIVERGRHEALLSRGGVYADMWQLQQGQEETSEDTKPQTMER
Glyco luc inh: increase of ERlucT glycosylation luciferase signal, primary screen, N-linked glycosylation inhibitor project, D54 ERlucT cells, luminescence, set 2. D54 ERlucT glycosylation luciferase reporter, 24 h; percent of 100 nM tunicamycin response. reporter increase, % at 12.5 µM. 360,000 tested, 0.23% active. AID 588692, 2011;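 active means mean luciferase reporter signal, scaled so untreated is 0 and the glycosylation-blocking control 100, at or above a set limit in every replicate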;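 further: luciferase carries N-glycosylation sites so blocking glycosylation raises the light; 0% = median of neutral control wells and 100% = median of 100 nM tunicamycin wells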
hiPSC survival: enhancers of single-cell hiPSC survival, primary screen, ATPlite luminescence; 100% = ROCK inhibitor wells, 0% = DMSO; survival enhancement, % at 20 µM; 360,000 tested, 0.044% active; in the data active means survival enhancement above about 18%;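 further: cells exposed to compounds for 16 hours before the ATP read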
MC4R antag cAMP: MC4R antagonists of cAMP signaling, primary screen, cell-based, TR-FRET, antagonist arm of biased-ligand search; Melanocortin receptor 4 (Homo sapiens), P32245; MC4R-expressing cells, MTII-stimulated cAMP, LANCE TR-FRET; inhibition, % at 6.5 µM; 360,000 tested, 0.48% active;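 active means inhibition above its plate's cutoff, the mean of tested wells on that plate plus 3 SD, cut at about 29% in these data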;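 further: 0% = Melanotan II alone and 100% = Melanotan II plus saturating MCL0020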
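Assay system: U2OS-MC4R stable cell line; Also added: Melanotan II; Technique: Eu-cAMP/anti-cAMP TR-FRET, emission 671 nm; Times: 30-min compound, 1-h challenge, 1-h detection, room temperature.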
HTR2A ag: mouse Htr2a agonists via beta-arrestin recruitment, primary screen, cell-based, luminescence | 5-hydroxytryptamine receptor 2A (Mus musculus), P35363 | CHO-K1 mHTR2A beta-arrestin complementation; percent of 30 µM serotonin response | activation, % at 7.6 µM | 360,000 tested, 0.66% active | AID 624169, 2012;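 active means activation above a run cutoff, the mean activation of all tested compounds plus 3 SD, cut at about 14% in these data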;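 further: 0% = plate median of compound wells and 100% = 30 µM serotonin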
aDG glyco act: activators of alpha-DG glycosylation, primary screen, uHTS, Pro5-aDG cells, AlphaScreen; alpha-DG glycosylation AlphaScreen (IIH6); 0% Pro5, 100% B10-LARGE cell signal; activation, % at 10 µM; AID 624168, 2012; 360,000 tested, 0.22% active;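 active means activation of at least 8% versus controls, or a plate z-score of at least 8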;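 further: Pro5 are CHO cells carrying HIG-tagged alpha-DG that lacks glycosylation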
ABHD5 PLIN5 PPI: ABHD5-PLIN5 interaction inhibitors, primary screen, cell lysate, split luciferase complementation, luminescence; Perilipin-5 (Homo sapiens) + 1-acylglycerol-3-phosphate O-acyltransferase ABHD5 (Homo …; Split G. princeps luciferase complementation, 4 h; inhibition, % at 4 µM; 360,000 tested, 0.78% active; AID 602281, 2012;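 active means inhibition above the mean inhibition across every tested compound plus 3 SD, cut at about 22% in these data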;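 further: 0% = DMSO only wells and the 100% control is not disclosed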
MC4R ag barr: MC4R agonists recruiting beta-arrestin, primary screen, cell-based, luminescence, agonist arm of biased-ligand search; activation, % at 8.9 µM; AID 540308, 2011; U2OS MC4R beta-arrestin complementation; percent of melanotan II response, DMSO zero; 360,000 tested, 0.98% active; Melanocortin receptor 4 (Homo sapiens), P32245;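 active means activation above a per-plate cutoff, the mean activation of sample wells on that plate plus 3 SD, cut at about 8% in these data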
The depositor's hits bear a star; . = not tested or not shown.

SMILES | Exocytosis inh | Cardio protect | ABCB6 inh 2 | Glyco luc inh | hiPSC survival | MC4R antag cAMP | HTR2A ag | aDG glyco act | ABHD5 PLIN5 PPI | MC4R ag barr
CC(=O)Nc1cccc(C(=O)OCC(=O)NNC(=O)c2ccc([N+](=O)[O-])cc2)c1 | 5 | 4 | 96 | 2 | -0.4 | 4 | -3 | -0.2 | 8 | -3.7
N/C(=N\OC(=O)c1cc(-c2ccccc2)nc2ccccc12)c1ccccn1 | 4 | 8 | 81 | -4 | -0.8 | 14 | -2 | -0.3 | 8 | 3.2
COc1ccc(Cl)cc1NC(=O)C/C(C)=N/NC(=O)CC#N | 1 | 7 | 100 | 0 | -1.7 | -2 | 1 | -0.1 | 10 | -1.3
COC1OC2COC(c3ccccc3)OC2C(=O)C1NC(=O)c1ccccc1 (stereo not drawn) | -4 | 1 | 96 | 1 | -1.0 | 1 | -1 | 0.2 | 0 | -0.2
CCOC(=O)C1(Cc2cccc(OC)c2)CCCN(Cc2cc(OC)c(O)c(OC)c2)C1 (stereo not drawn) | 52 | 3 | 94 | -2 | -0.4 | 8 | -1 | 0.1 | 3 | 1.2
CCn1c(C)c(C)c2cc(C(=O)Nc3cccc(Cl)c3)ccc21 | 2 | -18 | 94 | 0 | 1.9 | 1 | -6 | 0.4 | -5 | -0.4
Cc1cc(NC(=O)Cn2c(=O)n(Cc3ccccc3)c(=O)c3ccccc32)no1 | 0 | 11 | 97 | 0 | -3.4 | 1 | 0 | -0.2 | -3 | 0.2
CC1(C)NC(=O)N(CCOCCOc2ccc3ccccc3c2Br)C1=O | -1 | -4 | 89 | 1 | 0.3 | 11 | -6 | 0.2 | 3 | -3.5
O=C(O)c1ccc(NC2=C(N3CCOCC3)C(=O)c3ccccc3C2=O)cc1 | -2 | -9 | 98 | 6 | 0.0 | 9 | 0 | 0.2 | -31 | -0.8
COc1cc(/C=C/c2nnc3c4ccccc4ncn23)cc(OC)c1OC | -1 | 68* | 90 | -1 | 0.5 | 0 | -1 | -0.4 | 1 | -0.5
COc1cccc(N2CCN(Cc3nnnn3C3CCCCC3)CC2)c1 | -7 | -2 | 95 | 1 | 0.8 | 9 | 4 | -0.3 | -8 | 4.0
O=C(O)CC(c1ccc(Cl)cc1)N1Cc2ccccc2C1=O (stereo not drawn) | 0 | 2 | 95 | 0 | -0.4 | 20 | 3 | 0.1 | 6 | 1.7
Cc1cccc(C)c1OCC(=O)NNC(=O)CNC(=O)c1ccc(OC(F)F)cc1 | 3 | -1 | 95 | 1 | -1.1 | 4 | -2 | -0.3 | 2 | 0.8
CC(=N\Nc1ccc(Cl)cc1)/C(=N/O)C(=O)Nc1ccccc1 | 5 | -6 | 96 | -1 | 1.8 | 2 | 0 | 1.4 | 10 | -0.8
O=C(NC1CCCCC1)C1c2ccccc2OCC(=O)N1Cc1ccccc1 (stereo not drawn) | -6 | . | 99 | . | -1.2 | . | -3 | 0.1 | -6 | .
S=C(Nc1ccc2nccnc2c1)N1CCCC1 | 0 | -2 | 97 | 2 | 0.2 | 4 | 4 | -0.2 | 6 | -1.0
O=C(CN1C(=O)C2C3C=CC(C3)C2C1=O)Nc1ccc(F)cc1 (stereo not drawn) | 0 | 9 | 96 | 3 | -2.5 | 8 | 7 | -0.4 | -3 | 0.2
Cc1cc(=O)[nH]c(Cc2ccc(OC(C)C)cc2)n1 | -4 | 0 | 92 | 1 | -0.7 | 4 | 2 | -0.5 | -3 | -0.5
O=C1/C(=C/c2ccc(F)cc2)Oc2cc(OC(=O)N3CCOCC3)ccc21 | 2 | 8 | 100 | -6 | -0.4 | 3 | 0 | 0.4 | -4 | 1.5
C/C(N)=C(/C#N)C(=O)COC(=O)Cc1coc2ccc3ccccc3c12 | -14 | -2 | 96 | -2 | -0.4 | -7 | -2 | -0.2 | 0 | -1.9
Cc1cc(C)nc(N(C#N)CCOc2ccccc2)n1 | 3 | -14 | 105 | -3 | -3.5 | -1 | 2 | 0.3 | 9 | 1.3
CCC(c1nnnn1Cc1ccc(OC)cc1)N(CCCO)Cc1cc2cc3c(cc2[nH]c1=O)OCO3 (stereo not drawn) | 12 | -1 | 107 | 1 | 0.7 | -9 | 1 | -0.2 | -1 | -2.5
O=C1CSC(=S)N1N=Cc1ccccc1O | -8 | 25 | 87 | 2 | 2.7 | 1 | -5 | 0.0 | -23 | -3.8
COc1ccc(-c2csc(N3CCN(Cc4ccc5c(c4)OCO5)CC3)n2)cc1 | -3 | -9 | 101 | 0 | 0.1 | 10 | 0 | 0.4 | -14 | -0.5
CN(Cc1cccs1)C(=O)Cn1cnc2ccccc2c1=O | 2 | -5 | 94 | 3 | -1.6 | 9 | 5 | -0.1 | 2 | -0.2

3 structures already listed, arranged by formula weight, highest first:
SMILES | Exocytosis inh | Cardio protect | ABCB6 inh 2 | Glyco luc inh | hiPSC survival | MC4R antag cAMP | HTR2A ag | aDG glyco act | ABHD5 PLIN5 PPI | MC4R ag barr
CCC(c1nnnn1Cc1ccc(OC)cc1)N(CCCO)Cc1cc2cc3c(cc2[nH]c1=O)OCO3 (stereo not drawn) | 12 | -1 | 107 | 1 | 0.7 | -9 | 1 | -0.2 | -1 | -2.5
CCOC(=O)C1(Cc2cccc(OC)c2)CCCN(Cc2cc(OC)c(O)c(OC)c2)C1 (stereo not drawn) | 52 | 3 | 94 | -2 | -0.4 | 8 | -1 | 0.1 | 3 | 1.2
S=C(Nc1ccc2nccnc2c1)N1CCCC1 | 0 | -2 | 97 | 2 | 0.2 | 4 | 4 | -0.2 | 6 | -1.0

Already shown: an excerpt of the list.
SMILES | Exocytosis inh | Cardio protect | ABCB6 inh 2 | Glyco luc inh | hiPSC survival | MC4R antag cAMP | HTR2A ag | aDG glyco act | ABHD5 PLIN5 PPI | MC4R ag barr
COC1OC2COC(c3ccccc3)OC2C(=O)C1NC(=O)c1ccccc1 (stereo not drawn) | -4 | 1 | 96 | 1 | -1.0 | 1 | -1 | 0.2 | 0 | -0.2
CCOC(=O)C1(Cc2cccc(OC)c2)CCCN(Cc2cc(OC)c(O)c(OC)c2)C1 (stereo not drawn) | 52 | 3 | 94 | -2 | -0.4 | 8 | -1 | 0.1 | 3 | 1.2

(listing goes on)
SMILES | Exocytosis inh | Cardio protect | ABCB6 inh 2 | Glyco luc inh | hiPSC survival | MC4R antag cAMP | HTR2A ag | aDG glyco act | ABHD5 PLIN5 PPI | MC4R ag barr
COc1ccc(/C=C2\N=C(c3ccccc3)NNC2=O)cc1 | 25 | -6 | 98 | -2 | -0.7 | -1 | -2 | 0.0 | -9 | -0.3
Cc1c(NC(=O)Nc2ccc(F)cc2F)c(=O)n(-c2ccccc2)n1C | 0 | -2 | 92 | 1 | -0.3 | 1 | -1 | -0.1 | 3 | -1.5
COCCN(CCOC)C(=O)c1ccc(NS(=O)(=O)c2ccc3[nH]c(=O)[nH]c3c2)cc1 | -7 | 1 | 96 | 1 | 0.5 | 0 | 5 | -0.1 | 0 | -0.8
O=C(Cc1csc(NC(=O)c2ccc(F)cc2)n1)NO | 0 | 1 | 90 | 7 | -0.5 | 8 | 3 | -0.1 | 1 | -1.6
CSc1nnc(-c2ccccc2)o1 | -1 | -4 | 100 | 1 | -1.5 | -4 | 3 | -0.2 | 3 | -1.6
CCc1cc(C(=O)c2ccc(OC)cc2)c(N)s1 | 32 | 2 | 102 | 1 | -0.1 | 19 | -6 | -0.2 | 0 | -1.4
Cc1ccc(-n2c(=O)c3sccc3n(CC(=O)NCC3CCCO3)c2=O)cc1F (stereo not drawn) | -5 | -5 | 97 | 0 | -0.2 | 1 | 4 | 0.0 | -1 | -2.6
CN=c1scc(-c2ccc(F)cc2)n1/N=C/c1ccc(O)c(O)c1 | 14 | -14 | 94 | -14 | -4.4 | -18 | 16* | -1.1 | 6 | -1.1
CCCc1cc(=O)oc2cc(C)cc(OCC(=O)NCc3ccccn3)c12 | 1 | 5 | 102 | 1 | 0.1 | 7 | 8 | -0.9 | 4 | -2.1
Fc1ccc(C2c3[nH]c4ccccc4c3CCN2Cc2cccn2-c2ncccn2)cc1 (stereo not drawn) | -5 | 5 | 109 | -11 | -1.0 | 23 | -4 | 0.1 | -4 | 0.2
COc1ccc(CC(=O)Nc2cccc3c2CCCC3)cc1 | -6 | 0 | 99 | -2 | -0.4 | -5 | -1 | 0.1 | 6 | 0.2
N#Cc1ccccc1OCC(=O)NC(=O)NC1CCS(=O)(=O)C1 (stereo not drawn) | 5 | 10 | 98 | 2 | -0.4 | -1 | 14 | 0.1 | -4 | 0.8
COc1ccc(NC(=S)Nc2cccc(Cl)c2)cc1OC | 0 | -6 | 98 | 0 | -1.4 | 7 | 3 | -0.2 | -13 | 0.8
Cn1c(=O)c2c(nc(NCc3ccccc3)n2CC(N)=O)n(C)c1=O | -2 | -1 | 100 | -1 | -0.9 | 10 | -4 | 0.3 | -6 | 0.6
CCCCOc1ccc(C(=O)NCC(=O)NCc2ccccn2)cc1 | 1 | -3 | 99 | 1 | -0.3 | 5 | 4 | 7.3* | 20 | 1.8
Cc1ccccc1OCCSc1nnc(-c2ccncc2)n1C | 0 | -5 | 105 | 8 | -2.8 | 5 | -1 | 0.2 | 0 | -2.3
O=C(CCNS(=O)(=O)c1ccc(Cl)cc1)NCc1cccs1 | 2 | 5 | 92 | 1 | -1.3 | 0 | 8 | 0.0 | 2 | -2.2
CCOC(=O)c1ccccc1NC(=S)N1CC(C)CC(C)C1 (stereo not drawn) | -1 | -4 | 84 | 0 | -1.9 | -3 | 9 | 0.1 | 0 | 2.4
CC(=O)Oc1ccc(OC(C)=O)c2c1CC(C)=C(C)C2 | 49 | -4 | 94 | 0 | 0.4 | 0 | 5 | 0.4 | 31* | -1.5
C/C(NC1CCCC1)=C(/C#N)C(N)=O | -4 | -1 | 97 | 0 | 1.1 | 9 | 5 | -0.1 | 6 | -1.5
NS(=O)(=O)c1ccc(CNC(=O)CNC(=O)c2ccc(F)cc2)cc1 | -4 | 3 | 99 | 2 | -0.2 | 18 | -1 | -0.1 | -11 | 0.1
CCCOc1ccc(-c2c(=O)n(O)c3ccccc3[n+]2[O-])cc1 | -3 | -8 | 100 | 5 | -0.5 | -8 | -4 | -0.4 | 2 | -2.3
O=C(Nc1ccc(Cl)c(S(=O)(=O)N2CCOCC2)c1)C1CCC1 | -2 | -3 | 94 | 0 | 1.4 | 5 | 0 | 0.0 | -3 | -0.1
Cc1ccsc1/C=N/NC(=O)c1cc(-c2ccncc2)nc2ccccc12 | 0 | 16 | 97 | 3 | -0.4 | -15 | -1 | -0.3 | 2 | -2.3
